Screening data: PubChem BioAssay, several laboratories
HIF-2a inh = inhibitors of HIF-2a; 786-0 RCC cells HIF-2a reporter, luciferase luminescence, overnight; inhibition, % at 18.8 µM; actives 0.72% (n = 360,000); AID 624352;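 active means inhibition of the luminescence signal of 40% or more relative to plate controls, in a single-dose primary screen at 18.75 µM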
CaV13 ICDI inh = Disruptors of the CACNA1D IQ motif to Ca2+-dependent inactivation inhibitor domain association, primary screening, Förster resonance energy transfer in intact living …; inhibition, % at 12.3 µM; actives 0.098% (n = 340,000); HEK cells, CFP/YFP FRET ICDI-IQ, plate reader, 10 min; percent FRET-ratio fall versus neutral wells; AID 743397;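 active means mean replicate inhibition of at least 30% and at least 1% of replicates passing that level; inconclusive means only one of the two criteria is met; inactive means neither criterion is met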;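 further: 0% = median of the neutral control wells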
PDI inh = PDI (human) enzyme inhibition; P07237; PDI insulin aggregation turbidity, A650, 90 min; inhibition, % at 10 µM; actives 0.052% (n = 350,000); AID 588391;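 active means mean inhibition across replicates of 30% or more, whatever share of single replicates reach that level; inconclusive means mean inhibition below 30% while every single replicate reaches 30%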;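 further: absorbance from insulin aggregation driven by PDI reduction with DTT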
MITF TRPM1 inh = reduces MITF-dependent TRPM1 promoter luciferase signal | SK-MEL-5 TRPM1 promoter luciferase, 24 h | inhibition, % at 12.5 µM | actives 0.83% (n = 330,000) | AID 488899;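 active means mean inhibition across replicates of 60% or more, whatever share of single replicates reaches that level; inconclusive means some that reach 60%, reason not given; inactive means mean inhibition across replicates below 60%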; further: values of inactives mirror those of a sister screen read the other way
Peg3 prom inh = reduces Peg3 promoter-driven luciferase expression in HeLa | HeLa PEG-Prom luciferase reporter, luminescence, overnight | inhibition, % at 20 µM | actives 1.7% (n = 360,000) | AID 588405;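 active means inhibition of at least 50% at 20 µM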
NR2E3 ag-1 = agonists of human NR2E3 nuclear receptor | CHO-S Gal4-NCOR/VP16-NR2E3 two-hybrid, luciferase | Q9Y5X4 | AID 602229 | actives 0.35% (n = 360,000) | inhibition of corepressor binding, % at 3.98 µM;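 active means inhibition above the mean of all tested compounds plus 3 SD, cut at about 70% in these data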;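 further: 0% = DMSO with NR2E3 transfected cells and 100% = cells lacking NR2E3 construct; higher means lower luciferase signal from less NR2E3 corepressor binding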
Target sequence (Q9Y5X4 whole entry, looked up, the tested form may be a part): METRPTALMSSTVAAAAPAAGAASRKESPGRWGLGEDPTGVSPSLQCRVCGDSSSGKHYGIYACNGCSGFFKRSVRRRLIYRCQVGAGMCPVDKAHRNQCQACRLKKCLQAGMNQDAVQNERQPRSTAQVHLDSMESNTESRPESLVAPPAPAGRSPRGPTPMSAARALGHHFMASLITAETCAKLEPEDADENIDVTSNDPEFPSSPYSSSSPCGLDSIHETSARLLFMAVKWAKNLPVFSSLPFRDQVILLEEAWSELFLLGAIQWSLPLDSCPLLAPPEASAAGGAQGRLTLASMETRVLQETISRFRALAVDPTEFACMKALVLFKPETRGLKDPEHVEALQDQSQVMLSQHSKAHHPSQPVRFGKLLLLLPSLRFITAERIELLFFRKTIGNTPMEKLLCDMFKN
Shn3 inh set2 = reduces Shn3 3'UTR luciferase signal in osteoblasts | AID 588674 | Clone20 osteoblast Shn3 3'UTR firefly luciferase, 24 h | inhibition, % at 12.5 µM | actives 0.52% (n = 360,000);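 active means mean inhibition of at least 75% with every replicate also reaching 75%; inconclusive means mean inhibition at least 75% but some replicate below; inactive means mean inhibition below 75%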;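 further: 0% = median of neutral control wells and 100% = pilot-screen positive control compound; some compounds past the cut are filed as inactive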
NR2E3 ag-2 = activates human photoreceptor nuclear receptor NR2E3. inhibition of corepressor binding, % at 4.78 µM. actives 0.12% (n = 320,000). GST-NR2E3/biotin-RetCOR TR-FRET, 1536-well. Q9Y5X4. AID 2300;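 active means percent inhibition above the cutoff of mean plus 3 SD of all tested compounds, set per screening campaign, cut at about 20% in these data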;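 further: 0% = DMSO wells and 100% = biotin wells as full block of FRET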
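Material: NR2E3–RetCOR corepressor complex / Incubation: Compound–protein incubation for 5 h at 4 °C / Dosing: compound at 4.8 µM, single dose / Detection: time-resolved FRET / Benchmarks: high control biotin, low control 0.6% DMSO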
iPSC survival up = enhancers of human iPSC single-cell survival. hiPSC single-cell survival, ATPlite luminescence; 100% = ROCK inhibitor wells, 0% = DMSO. survival enhancement, % at 20 µM. actives 0.044% (n = 360,000); in the data active means survival enhancement above about 18%;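 further: cells exposed to compounds for 16 hours before the ATP read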
H9c2 protect = modulators protecting cardiomyocytes from myocardial damage. H9c2 cardiomyocytes, H2O2 injury protection, ATPLite, 2 h. protection from H2O2 cell death, % at 20 µM. actives 0.63% (n = 360,000). AID 588492;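 active means compounds giving at least 50% protection of heart cells from peroxide-induced death in the single-dose screen, raw or plate-pattern-corrected value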;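 further: 0% = DMSO wells with peroxide and 100% = DMSO wells without peroxide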
HTR2A ag = mouse HTR2A agonism via beta-arrestin recruitment; P35363; CHO-K1 mHTR2A beta-arrestin complementation, luminescence; percent of 30 µM serotonin response; activation, % at 7.6 µM; actives 0.66% (n = 360,000); AID 624169;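 active means activation above a run cutoff, the mean activation of all tested compounds plus 3 SD, cut at about 14% in these data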;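 further: 0% = plate median of compound wells and 100% = 30 µM serotonin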
Target sequence (P35363 whole entry, looked up): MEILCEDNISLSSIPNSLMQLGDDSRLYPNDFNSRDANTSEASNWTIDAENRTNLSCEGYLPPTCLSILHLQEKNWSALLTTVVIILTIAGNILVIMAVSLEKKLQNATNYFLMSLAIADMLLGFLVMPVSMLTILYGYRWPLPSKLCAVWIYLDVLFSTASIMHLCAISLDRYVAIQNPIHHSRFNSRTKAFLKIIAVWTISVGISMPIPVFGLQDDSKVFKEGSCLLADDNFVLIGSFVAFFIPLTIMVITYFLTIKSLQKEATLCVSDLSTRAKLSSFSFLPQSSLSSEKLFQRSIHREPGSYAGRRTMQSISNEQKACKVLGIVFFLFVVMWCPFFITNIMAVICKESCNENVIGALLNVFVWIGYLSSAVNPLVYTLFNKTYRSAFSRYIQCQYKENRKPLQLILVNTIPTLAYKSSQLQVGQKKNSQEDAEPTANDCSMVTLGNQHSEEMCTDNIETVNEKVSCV
The depositor's hits bear a star; ? = inconclusive; . = not tested or not shown.

#	mol	HIF-2a inh	CaV13 ICDI inh	PDI inh	MITF TRPM1 inh	Peg3 prom inh	NR2E3 ag-1	Shn3 inh set2	NR2E3 ag-2	iPSC survival up	H9c2 protect	HTR2A ag
1	C=CCn1c(SCC(=O)Nc2ccccc2C)nc2sc(C)c(C)c2c1=O	7	.	-5	-21	6	-26	.	-4	-1.5	-6	-2
2	CCOc1ccccc1NC(=O)COC(=O)C1CC1	9	-4	-9	9	-5	1	-16	-3	0.0	-5	2
3	COc1ccc(-c2nc(-c3cccc([N+](=O)[O-])c3O)cc(=O)o2)cc1OC	-4	-3	9	-5	-7	-20	-53	-3	3.9	6	1
4	CCOC(=O)C(/C=C(\C#N)C(=O)OCC)=C(/N)N1CCN(c2ccc(OC)cc2)CC1	13	.	-12	5	14	8	0	-3	0.4	7	2
5	CN(C)S(=O)(=O)c1ccc(C(=O)Nc2ccc(CN3CCCC3)cc2)cc1	7	.	-8	8	8	9	-10	0	-2.6	1	2
6	COc1cccc(CN(CCC(=O)O)Cc2cccc(OC)c2)c1	2	-6	-6	.	4	23	34	.	-0.5	8	0
7	CC(C)NC(=O)CC(=O)N/N=C/c1ccc(Br)cc1	-1	-9	-3	13	27	26	-14	0	3.1	0	-2
8	COc1cc2cc(CCOC(=O)c3ccc(F)cc3)oc(=O)c2cc1OC	4	-6	1	-7	-14	-7	5	4	-2.5	9	-3
9	CC(=C1C(=O)c2ccccc2C1=O)N1CCC(C(N)=O)(N2CCCCC2)CC1	-14	-6	1	9	-5	4	-27	-3	-1.2	1	9
10	OC[C@@H]1CN(CCNc2ccccc2)C[C@H](n2cnc3c(NCc4ccncc4)ncnc32)O1	9	-9	-10	.	5	14	-4	.	1.6	-3	-1
11	Cc1nnc(C)c2c(C)n(-c3ccccc3)c(C)c12	12	-3	-9	7	-5	-14	23	.	0.0	-10	-7
12	Cc1c2c(nc3c(C(=O)NC4CCCC4)cnn13)CCCC2	-5	-5	-26	-16	8	5	10	0	-0.1	1	0
13	CN1CCC(N(C)CC(=O)Nc2ccccc2N2CCOCC2)CC1	18	.	-6	-2	8	-6	-5	0	2.4	7	-1
14	CC(C)(C)[C@@H]1CCC(=O)N(CC[C@H](N=[N+]=[N-])c2ccccc2)CC1	-85	-12	-2	-17	-74	-50	3	-2	-1.3	-4	-9
15	CCOc1ccc(S(=O)(=O)NCc2ccccc2Cl)cc1C(N)=O	22	8	-7	-16	8	0	1	0	1.1	-6	4
16	CC[n+]1c(C)n(-c2ccccc2)c2ccc(NC(C)=O)cc21	-9	-5	6	21	-50	-5	?	3	-1.4	-21	0
17	CC(=O)Nc1cc(C(=O)O)ccc1S(=O)(=O)c1ccc(C)cc1	8	-8	6	1	15	-4	-28	-2	0.5	2	-4
18	CCCSc1nc(C)c2cc(C)cc(C)c2n1	9	-5	-1	-1	-9	-23	0	-1	-1.6	-11	6
19	O=C(CSc1nc2ccccc2c(=O)n1CCCN1CCOCC1)Nc1ccc2c(c1)OCO2	7	-6	9	15	-2	-7	-1	6	1.0	0	-2
20	CC1CN(S(=O)(=O)c2ccc(NC(=O)CCN3C(=O)c4ccccc4C3=O)cc2)CC(C)O1 (stereo unspecified)	17	-6	8	5	10	4	20	0	-2.2	-2	-1
21	CCC(=O)Nc1nnc(-c2ccco2)o1	14	-6	-23	10	-7	-21	9	-2	-0.9	28	4
22	COc1cc(CC(=O)Nc2nc(-c3ccc(F)c(F)c3)cs2)cc(OC)c1OC	0	-7	20	0	-7	103*	?	3	-0.3	-18	3
23	COc1ccc2c(c1)CCc1c(C(=O)NCc3ccc(Cl)cc3)noc1-2	4	.	-3	-6	15	-10	0	-4	3.3	-4	8
24	O=C1CC2(CCCCC2)Oc2ccc(OCC(=O)N3CCOCC3)cc21	-25	-5	-6	9	1	4	-6	3	0.6	2	8
25	CC(NC(=S)Nc1ccc(OC(F)F)cc1OC(F)F)C(C)(C)C (stereo unspecified)	11	-4	-4	8	8	1	-15	0	-1.3	-11	3
26	CCC(C)(C)NC(=O)C(c1cccn1C)N(C(=O)Cn1nnc2ccccc21)c1ccccc1OC (stereo unspecified)	11	-6	3	3	0	-34	-28	-4	1.0	9	-3
27	COc1ccc2oc(C(=O)NCc3cc(OC)c(OC)cc3OC)c(C)c2c1	-47	0	4	22	-21	75*	68	3	-0.1	-11	3
28	O=C(c1ccc(-n2cncn2)c([N+](=O)[O-])c1)N1CCN(S(=O)(=O)c2cccc(F)c2)CC1	-12	-16	-1	1	-21	10	2	-1	1.3	3	-10
29	CCOC(=O)c1sc(NC(=O)CCN2C(=O)C3CCCCC3C2=O)cc1C (stereo unspecified)	1	-2	17	7	6	-22	1	3	0.4	5	12
30	COc1ccc(OC)c(/C=C/C(=O)N2C(=O)c3cccc(N)c3C2=O)c1	7	-7	13	55	64*	-10	92*	0	-1.1	9	0
31	Cc1ccc(OCC2Cn3c(nc4c3c(=O)[nH]c(=O)n4C)O2)cc1 (stereo unspecified)	20	-9	0	10	6	13	7	3	0.6	3	-6
32	O=C(Nc1ccc(N2CCCCC2)cc1)c1cccnc1	-226	.	22	-38	-223	-69	-58	1	-3.9	-22	0
33	O=C(COC(=O)C1=COCCO1)Nc1ccc(Br)cc1Br	-12	-6	-1	.	-11	9	-5	.	-0.6	-4	-5
34	COC(=O)c1cc(NC(=O)c2nccnc2C(=O)O)cc(C(=O)OC)c1	12	-6	1	3	2	13	-8	1	2.0	-4	6
35	Nc1nc(-c2cccnc2)nn1S(=O)(=O)c1ccccc1	5	-4	-2	12	17	-1	-3	3	-2.6	1	2
36	O=C(NCc1cccs1)C(=O)NCC(c1ccco1)N1CCN(c2ccccc2F)CC1 (stereo unspecified)	-7	-1	-6	0	-57	8	21	5	-0.7	-8	1
37	CCOC(=O)Cn1nc(C)c(NC(=O)CCc2ccc(OC)cc2)c1C	4	-8	16	2	13	-3	-1	-1	0.9	3	-1
38	O=C(O)CC/C(=N/NC(=O)c1cccs1)c1ccccc1	-4	-15	-5	-3	-14	-113	-27	-2	0.6	6	-1
39	O=C(c1cccn2c(=O)c3ccccc3nc12)N1CCN(Cc2ccc3c(c2)OCO3)CC1	8	-6	-1	11	18	-30	11	-1	-3.9	6	1
40	CC1(C)CC(=O)C(C2c3ccccc3S(=O)(=O)c3ccccc32)C(=O)C1	12	-6	-1	4	0	9	17	3	-0.7	11	1
41	CC(C)c1ccc(CN2CCC(C)(Oc3ccc(Cl)cc3)C2)cc1 (stereo unspecified)	3	-5	9	.	-4	27	-4	.	-3.8	-12	1
42	CC(=O)Nc1ccc(OCC(O)Cn2c(CO)nc3ccccc32)cc1 (stereo unspecified)	18	2	1	0	13	-10	-3	2	0.0	3	1
43	COc1ccc(C(=O)NCCc2cn3ccc(C)cc3n2)cc1	-3	-7	.	-2	6	-1	2	1	-1.5	-4	-6
44	O=C1CCN(Cc2ccc(Br)cc2)CCN1[C@H](CO)Cc1ccccc1	14	-7	4	-4	12	-3	-10	1	-0.8	-5	5
45	COc1ccc(-c2cc(=O)oc3c(C)c(OCC(=O)N(C)C)ccc23)cc1	26	-6	-7	-5	21	-2	2	3	0.0	4	4
46	CCNC(=O)NC(=O)C(C)On1nnc2ccc(S(=O)(=O)N(CC)CC)cc21 (stereo unspecified)	24	-5	-5	3	17	-7	10	-1	-0.1	-2	0
47	COC(=O)C[C@H]1c2cc(F)ccc2S(=O)(=O)N1C(C)C	11	-6	4	19	21	-14	12	1	-0.7	-9	0
48	Cc1ccc(-c2nc(NC(=O)CSc3ncn[nH]3)ns2)cc1	-92	-1	-3	-29	-80	-14	-16	-3	-0.2	-2	0
49	COc1cccc(NS(=O)(=O)c2cc3c4c(c2)CCC(=O)N4CCC3)c1	12	-5	4	7	7	12	62	-7	0.2	-7	1
50	COc1ccc(NS(=O)(=O)c2cccc(C(=O)NCC(c3ccc(F)cc3)N3CCOCC3)c2)cc1 (stereo unspecified)	9	-6	1	-5	3	-12	11	-1	0.5	8	-6
51	COc1ccccc1CNC(=O)CN1C(=O)COc2ccc(S(=O)(=O)N3CCCCC3)cc21	17	-5	0	4	0	-9	4	-1	1.8	-2	-5
52	CC(=O)Nc1ccc(OCC(O)Cn2nc(C)nc2C)cc1 (stereo unspecified)	7	-6	-1	-2	2	-10	10	3	0.9	5	-2
53	COc1ccc(C(=O)NC(=S)N2CCN(c3ccccc3O)CC2)cc1	-47	-3	1	7	-26	8	-12	.	0.0	-1	-7
54	CCOC(=O)C1CCCN(C(=O)c2cc(C#N)cs2)CC1 (stereo unspecified)	3	-13	4	.	1	13	-12	.	-1.3	1	13
55	CCn1c(C)nc2cc(C(=O)N/N=C/c3ccc(OC)c(O)c3)ccc21	6	-6	-8	-4	30	-10	-25	-3	1.3	2	5
56	Cc1cc(C)c2oc(C(=O)NCCc3ccc(S(N)(=O)=O)cc3)cc(=O)c2c1	3	-3	-6	14	30	0	-4	2	-0.1	25	3
57	COc1cc(-c2ccc3oc(-c4ccsc4)cc3c2)cc(OC)c1OC	0	-10	-11	-7	22	-22	11	2	1.7	-15	-6
58	N#Cc1c(-c2cccs2)cc(-c2cccs2)[nH]c1=O	8	-20	-7	1	19	-14	-5	10	0.5	0	4
59	COc1ccc([C@@H]2C[C@H]3[C@@H](CN2S(=O)(=O)c2ccccc2)C(=O)C[C@@H](c2cccc4ccccc24)N3S(=O)(=O)c2ccc(C)cc2)cc1	16	-6	0	.	12	-8	-23	.	-1.1	4	3
60	O=C(Cn1cnc2c(NCc3ccccc3)ncnc21)NCc1nc2ccccc2[nH]1	1	-6	-2	13	-10	-11	4	.	-0.6	17	-4
61	COc1cccc(C2=NOC(C(=O)Nc3cccnc3Cl)C2)c1OC (stereo unspecified)	-14	-3	-1	10	2	-24	10	-1	-3.4	10	0
62	COc1ccc(NC(=O)Nc2ccc3c(c2)C(=O)N([C@H](C)CO)C[C@H](C)[C@@H](CN(C)C(=O)Nc2c(C)noc2C)O3)cc1	5	-4	-3	-3	-4	3	-44	.	-0.7	3	6

Arranged by molar mass (low to high): part of the list above.
#	mol	HIF-2a inh	CaV13 ICDI inh	PDI inh	MITF TRPM1 inh	Peg3 prom inh	NR2E3 ag-1	Shn3 inh set2	NR2E3 ag-2	iPSC survival up	H9c2 protect	HTR2A ag
48	Cc1ccc(-c2nc(NC(=O)CSc3ncn[nH]3)ns2)cc1	-92	-1	-3	-29	-80	-14	-16	-3	-0.2	-2	0
53	COc1ccc(C(=O)NC(=S)N2CCN(c3ccccc3O)CC2)cc1	-47	-3	1	7	-26	8	-12	.	0.0	-1	-7
50	COc1ccc(NS(=O)(=O)c2cccc(C(=O)NCC(c3ccc(F)cc3)N3CCOCC3)c2)cc1 (stereo unspecified)	9	-6	1	-5	3	-12	11	-1	0.5	8	-6
